PV pol inh: poliovirus RNA polymerase inhibition | % elongation, % (compound at 16.7 µg/mL) | poliovirus polymerase elongation, fluorescence polarization; stronger effect = lower value | 0.66% of 150,000 active; in the data active means % elongation below about 90%; further: some results filed as inactive read as strong as hits
Target sequence (P03300 1749-2209 limits assumed): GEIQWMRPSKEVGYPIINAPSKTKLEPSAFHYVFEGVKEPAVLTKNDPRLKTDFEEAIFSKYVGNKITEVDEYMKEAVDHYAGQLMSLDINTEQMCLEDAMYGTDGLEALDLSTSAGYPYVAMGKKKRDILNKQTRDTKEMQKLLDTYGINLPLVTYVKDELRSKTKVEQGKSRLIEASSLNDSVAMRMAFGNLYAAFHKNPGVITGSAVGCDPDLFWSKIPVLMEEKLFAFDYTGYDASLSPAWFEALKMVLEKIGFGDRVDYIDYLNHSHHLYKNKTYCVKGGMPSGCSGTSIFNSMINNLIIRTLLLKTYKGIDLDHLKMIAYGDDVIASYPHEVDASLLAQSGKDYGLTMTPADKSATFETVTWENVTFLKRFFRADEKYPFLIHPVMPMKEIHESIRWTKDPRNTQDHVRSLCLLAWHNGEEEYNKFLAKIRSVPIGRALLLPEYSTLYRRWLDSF
PV pol inh FP z-score: second read-out of PV pol inh, no call of its own (marks repeat the call); z-score; measured here: FP z-score; hits read low
* = called active by the depositor; & = joins results of further samples. Not all compounds are listed. The share of hits here may be higher or lower than overall.

No.	compound	PV pol inh	PV pol inh FP z-score
1	CN(C)C(=O)COc1ncnc2scc(-c3ccccc3)c12	106	0.5
2	Cc1ccc(CNC(=O)c2ccc(S(=O)(=O)N3CCCC3)cc2)cc1	104	0.2
3	COCCn1c(SCc2ccc(C(=O)OC)o2)nc2ccccc2c1=O	102	0
4	N#Cc1ccc(-c2cccs2)nc1SCC(=O)Nc1cccc(C(F)(F)F)c1	113	2.2
5	Cc1nc2nc(-c3ccc(Cl)cc3Cl)nn2c(C)c1CCC(=O)Nc1ccc(F)cc1	99	-1.4
6	CCOC(=O)c1cc2occc2n1Cc1c(F)cccc1Cl	109	2.5
7	CCOC(=O)/C=C1\SCC(=O)N1CCOC(=O)c1cc2c(C)nn(-c3ccccc3)c2s1	113	1.6
8	Cc1ccc(/C(=C\CN2CCCC2)c2ccccn2)cc1	101&102	0.4&0.4
9	Cc1cc(S(=O)(=O)Nc2nc(CN3CCOCC3)nc3sc4c(c23)CCC4)ccc1F	110	1.1
10	Cc1nc2nc(NCc3cccc(Cl)c3)[nH]n2c(=O)c1Cc1ccccc1	120	0.3
11	Cc1ccc2nc(SCC(=O)c3cc4c5c(c3)CC(=O)N5CCC4)[nH]c2c1	109	0
12	O=C(c1ccc2c(c1)N(Cc1c(F)cccc1Cl)C(=O)c1ccccc1S2)N1CCC2(CC1)OCCO2	112	0.9
13	CCC1CCCCN1C(=O)C1CC(c2cc(Cl)c(OC)cc2OC)=NO1 (stereo unspecified)	105	1.5
14	CCOc1ccc(CSc2n[nH]c(CC)n2)cc1	104	0.5
15	CN1C2C=C3[C@H](C1CC2)[C@@H](c1ccc(Cl)cc1)C(C#N)=C(N)C3(C#N)C#N (stereo partly specified)	101	0
16	CCOCCCNC(=O)c1ccc(-n2c(-c3ccccc3)cc3c2CCC(C)C3)cc1 (stereo unspecified)	101	-1
17	C[N+](C)(CCO)CCn1cnc2c(N)ncnc21	99	-0.4
18	O=C(Cn1c(C(=O)NC2CCCCC2)cc2sccc21)c1ccccc1	101	-0.2
19	CCOC(=O)C1=C(CN(C)C2CCCCC2)NC(=O)NC1c1cccs1 (stereo unspecified)	100	-1.4
20	COc1ccccc1N1CCN(C(=O)CCn2cnc3onc(-c4ccc(F)cc4)c3c2=O)CC1	102	-0.2
21	CCN(C(C)=O)c1nc(CSc2n[nH]c(N)n2)cs1	100	-0.6
22	O=C(OCc1nc2ccccc2s1)C1COc2ccccc2O1 (stereo unspecified)	114	2.3
23	CCCOc1ccc(Cn2c(=O)oc3ccccc32)cc1	101	-0.7
24	CCN(CC)CCOC(=O)c1ccc(NC(=O)c2cc3cccc(OC)c3oc2=O)cc1	90*	-2*
25	CC(=O)N1c2ccc(S(=O)(=O)NCC3CCC(C(=O)Nc4cc(C)cc(C)c4)CC3)cc2CC1C (stereo unspecified)	125	1.1
26	Cc1ccc(SC2=NS(=O)(=O)c3ccccc32)c(C)c1	103	0.5
27	O=C1OC(c2cccs2)=N/C1=C\c1cccc(F)c1	88*	-6.4*
28	CCOC(=O)c1cc(-c2ccc(OC)c(S(=O)(=O)N3CCCCC3)c2)on1	100	-0.2
29	N#Cc1ccc(CSc2nc(O)cc(=O)n2C2CCCC2)cc1	100	-0.3
30	NCC1CCC(C(=O)O)CC1 (stereo unspecified)	97&99	-0.8&-0.2
31	O=C(NCc1ccccc1F)c1ccc2c(=O)n(Cc3ccco3)c(=S)[nH]c2c1	97	-0.9
32	CCC(C(=O)Nc1cc(C)nn1-c1nc(C)cc(C)n1)c1ccccc1 (stereo unspecified)	103	0
33	COc1ccc2c(CC(=O)NCC3CCCCC3)coc2c1	103	0
34	O=C(C1=NNCC1c1ccco1)c1ccccc1 (stereo unspecified)	102	0
35	Nc1nc2ccc(OC(F)(F)F)cc2s1	107&97	0.6&-0.8
36	CN(C)CCCN1c2ccccc2Sc2ccc(C(F)(F)F)cc21	102&100	0.5&0.1
37	COc1ccc(OCC2c3cc(OC)c(OC)cc3CCN2C(=O)Nc2ccc(Cl)cc2)cc1 (stereo unspecified)	102	-0.1
38	CCOc1ccc2nc(C34CC5CC(CC(C5)C3)C4)ccc2c1	101	-0.1
39	O=C(CCS(=O)(=O)Cc1ccccc1)N1CCc2ccccc21	101	-0.2
40	NC(=O)C1CCCN1Cc1nc(N)nc(Nc2ccccc2)n1 (stereo unspecified)	109	0.8
41	NNC(=O)c1cccs1	102	-0.1
42	Cc1c(N=C2SCC(=O)N2/N=C\c2ccc(Br)cc2)c(=O)n(-c2ccccc2)n1C	101	0
43	COc1ccc(CN(Cc2ccc(C(=O)NO)cc2)S(=O)(=O)c2ccc3c(c2)OCCO3)cc1OC	101	0.3
44	CCCCC(=O)Nc1cc(C)c2c(=O)oc3ccccc3c2n1	103	1.2
45	Cc1cccc(S(=O)(=O)c2cn(Cc3ccccc3)c3cc(N4CCCCC4C)c(F)cc3c2=O)c1 (stereo unspecified)	111	0.8
46	CSc1nnc2c(n1)OC(c1ccccc1)Nc1ccccc1-2 (stereo unspecified)	98	-0.9
47	O=C(c1cc(C2CC2)on1)N1CCc2ccccc2C1	98	-2.1
48	CC(Nc1ccc(N2CCOCC2)cc1)C(=O)Nc1ccc(F)cc1Cl (stereo unspecified)	105	0.3
49	COc1cc2[nH]c(=S)n(CCc3ccccc3)c(=O)c2cc1OC	103	0.7
50	CC(C)CC(NC(=O)c1ccc(Cl)cc1Cl)C(=O)N1CCN(c2ncccn2)CC1 (stereo unspecified)	102	0

Other records follow:
No.	compound	PV pol inh	PV pol inh FP z-score
51	COc1ccc(OC)c(S(=O)(=O)Nc2ccc3[nH]c(=O)[nH]c3c2)c1	108	0.9
52	O=C(COc1ccc(Cl)cc1Cl)Nc1nc2ccccc2[nH]1	104	1.1
53	Cc1cc(N2CCCC2=O)c(NC(=O)C2CCCCC2)cc1NC(=O)C1CCCCC1	101	-0.1
54	O=c1c2oc3ccccc3c2n(Cc2ccccc2)c(=O)n1Cc1ccccc1	101	-0.2
55	CCOC(=O)c1ccc(-c2cccc(C(F)(F)F)c2)o1	101	0.3
56	COc1ccc(CCNC(=O)CCn2c(=O)c3cccn3c3cccnc32)cc1OC	100	-1.2
57	COCCn1c(SCc2nc3ccccc3c(=O)[nH]2)nnc1-c1ccncc1	101	-0.1
58	O=C(c1ccccc1Cl)n1nc(-c2cccnc2)nc1NCc1ccc(F)cc1	109	0.5
59	COc1ccc(NC(=O)CSc2nc3ccccc3n2CC(=O)N2CCCC(C)C2)cc1 (stereo unspecified)	106	0
60	O=C(O)C1C2CCC(CC2)C1C(=O)NCc1ccccc1 (stereo unspecified)	97	-2.6
61	COc1ccc(C(=O)Sc2ccc(C)cc2)cc1OC	100	0.1
62	CCN(CC)c1ccc(CNc2ccc3c(c2)ncn3C(C)(C)C)cc1	101	-0.4
63	CN(CC(=O)Nc1ccc(F)cc1)C(=O)CSc1nnc2n1CCCCC2	102	-0.2
64	CCS(=O)(=O)NCCc1sc(C)nc1C	97	-1.3
65	CCS(=O)(=O)N1Cc2ccccc2CC1C(=O)OCc1ccc(C#N)cc1 (stereo unspecified)	103	0
66	COc1ccc(OCCC(=O)Oc2ccc(OC)cc2)cc1	97	-1
67	O=S(=O)(c1ccccc1)c1ccc(S(=O)(=O)N2CCCCC2)s1	106	0.2
68	Cc1ccccc1Cn1ccc(NC(=O)CCSc2nc(-c3ccco3)cc(C(F)(F)F)n2)n1	102	0.7
69	CC1CC(Nc2ccccc2)c2ccccc2N1C(=O)c1ccncc1 (stereo unspecified)	100	-0.5
70	O=C1Nc2c(c(=O)[nH]c(=O)n2-c2ccc(Cl)cc2)C1(NS(=O)(=O)c1ccccc1)C(F)(F)F (stereo unspecified)	109	1
71	CCC(C(=O)Nc1ccccc1OC)n1nc(C)c2sc3ccccc3c2c1=O (stereo unspecified)	115	0.5
72	CCC/C(O)=C1\C(=O)CC(C)(C)CC1=Nc1ccncc1	104	0.5
73	NNC(=O)CC(=O)NC1(Cc2ccc(O)cc2)CCCCC1	103	0
74	O=C(Cn1ncc2c3ccccc3n(Cc3ccccc3)c2c1=O)Nc1ccccc1C(F)(F)F	109	0.1
75	Cc1cccc(CC(=O)NC2CCCC2)c1	102	-0.1

Structures shown so far that have a furan ring, fused or not:
No.	compound	PV pol inh	PV pol inh FP z-score
3	COCCn1c(SCc2ccc(C(=O)OC)o2)nc2ccccc2c1=O	102	0
6	CCOC(=O)c1cc2occc2n1Cc1c(F)cccc1Cl	109	2.5
31	O=C(NCc1ccccc1F)c1ccc2c(=O)n(Cc3ccco3)c(=S)[nH]c2c1	97	-0.9
33	COc1ccc2c(CC(=O)NCC3CCCCC3)coc2c1	103	0
34	O=C(C1=NNCC1c1ccco1)c1ccccc1 (stereo unspecified)	102	0
54	O=c1c2oc3ccccc3c2n(Cc2ccccc2)c(=O)n1Cc1ccccc1	101	-0.2
55	CCOC(=O)c1ccc(-c2cccc(C(F)(F)F)c2)o1	101	0.3
68	Cc1ccccc1Cn1ccc(NC(=O)CCSc2nc(-c3ccco3)cc(C(F)(F)F)n2)n1	102	0.7

Part of the list above in order of number of heavy atoms, descending.
No.	compound	PV pol inh	PV pol inh FP z-score
70	O=C1Nc2c(c(=O)[nH]c(=O)n2-c2ccc(Cl)cc2)C1(NS(=O)(=O)c1ccccc1)C(F)(F)F (stereo unspecified)	109	1
54	O=c1c2oc3ccccc3c2n(Cc2ccccc2)c(=O)n1Cc1ccccc1	101	-0.2
72	CCC/C(O)=C1\C(=O)CC(C)(C)CC1=Nc1ccncc1	104	0.5
64	CCS(=O)(=O)NCCc1sc(C)nc1C	97	-1.3

Additional results follow:
No.	compound	PV pol inh	PV pol inh FP z-score
76	CC(Sc1nc2ccccc2c(=O)n1Cc1ccco1)C(=O)Nc1ccc2c(c1)OCCO2 (stereo unspecified)	104	0.2
77	COc1cccc(NC(=O)c2oc3ccc(S(=O)(=O)N4CCC5(CC4)OCCO5)cc3c2C)c1	104	-1.6
78	O=C(COC(=O)c1cc(-c2ccc(F)cc2)nc2ccccc12)Nc1ccccc1F	102	0.3
79	Cc1c(C)[n+](=O)c2c(n1[O-])CCCCC2	102	-0.1
80	C/C(C=Nc1ccccc1)=C\Nc1ccccc1	99	-0.9
81	CCCS(=O)(=O)Nc1ccc(N2CCN(c3ccc(C(F)(F)F)cn3)CC2)nc1	101	-0.3
82	NC(=S)NCc1ccccc1	103	0
83	COC(=O)c1c(COC(=O)/C=C/c2ccc(Br)o2)nc2ccccc2c1C	114	0.7
84	CCOc1ccc(Cn2nnc3c(=O)[nH]c(C4CCN(C(=O)c5ccccc5)CC4)nc32)cc1	100	-1.5
85	Cc1nc2scc(-c3cccs3)c2c(=O)o1	98	-0.7
86	COC(=O)c1ccccc1NC(=O)Cn1c(=O)n(CCCC(=O)NCCc2ccc(OC)c(OC)c2)c(=O)c2ccccc21	104	-0.7
87	COc1ccc(CNC(=O)NC2CCCCC2)cc1	101	0.2
88	O=CN1CCN(C(=O)COc2ccc(Br)cc2)CC1	102	0.4
89	COC(=O)c1ccccc1NC(=O)c1ccc2c(c1)OCO2	103	-0.1
90	COc1ccc(NC2C=CS(=O)(=O)C2)cc1 (stereo unspecified)	101	-0.3
91	CC(C)C/C(=N/O)c1c[nH]c2ccccc12	103	0.2
92	CCN(CC)CCCNC(=O)c1oc2c(c1C)-c1nn(Cc3ccc(Cl)cc3)cc1CC2	106	-0.1
93	CCOC(=O)c1cc(-c2ccccc2)nc2nc(N3CCCC3)sc12	101	-0.1
94	CCc1ccccc1NC(=O)c1cccc(NC(=O)/C=C/c2ccco2)c1	100	0
95	CN(C)S(=O)(=O)N(CC(=O)NCCSCc1ccccc1)c1ccccc1	105	0.1
96	COC(=O)c1cc(Cl)ccc1NC(=O)CSc1ncc(S(=O)(=O)c2ccc(Br)cc2)c(=O)[nH]1	111	1.5
97	CCCc1ccc(OCc2ccc(C(=O)Nc3ccccc3C(=O)OC)o2)cc1	107	0.5
98	COc1cccc(CNC(=O)CSC2=Nc3ccccc3C3=NC(C)C(=O)N23)c1OC (stereo unspecified)	105	-0.1
99	Cc1nn(-c2ccccn2)c2c1C1C(C2)C1(C)C (stereo unspecified)	99	-0.6
100	COc1ccc(-c2csc(C3=C(O)CN(CCCN4CCOCC4)C3=N)n2)cc1OC	98	-0.3
101	O=C(Cn1c(=O)n(CCc2ccccc2)c(=O)c2cccnc21)Nc1ccc(F)cc1	104	0
102	O=C(NCc1ccccn1)c1cc2c(Cl)ccc3c2n1CCO3	102	-0.4
103	CCCCSc1nnc2n(-c3cccc(C)c3)c(=O)c3c4c(sc3n12)CCCC4	100	-1.4
104	CCn1c(=NC(=O)c2ccc(S(=O)(=O)N3CCCC3)cc2)sc2cc(Br)ccc21	101	-1
105	Cc1ccc(NC(=O)CN(C)S(=O)(=O)c2ccc3c(c2)n(C)c(=O)c(=O)n3C)c(C)c1	96	-2.5
106	CCN(CC)CC(O)Cn1c2c(c3cc(C)ccc31)CCCC2=O (stereo unspecified)	100	-0.2
107	O=C1CC(c2ccc(S(=O)(=O)NCc3ccncc3)cc2)CN1 (stereo unspecified)	106	0.4
108	O=C(/C=C/c1nnc2c3ccccc3cnn12)OCc1nnc(-c2cc3c(s2)CCCC3)o1	102	-0.2
109	COc1ccc(-c2cc(C(=O)Nc3c(C)n(C)n(-c4ccccc4)c3=O)no2)cc1OC	104	0.2
110	O=C(C1CCCN(S(=O)(=O)N2CCCCCC2)C1)N1CCN(c2cccc(C(F)(F)F)c2)CC1 (stereo unspecified)	101	-0.1
111	CCC(C)NC(N)=O (stereo unspecified)	102	0.2
112	Cc1ccc(C(C)(C)CCN2CCCN(C)CC2)o1	99	-0.2
113	CCOC(=O)c1ccc(CN(Cc2ccccc2)S(=O)(=O)c2ccc(C)cc2)cc1	105	0.4
114	COc1ccc(NC(=O)CSc2ncc(-c3ccc(Cl)cc3)[nH]2)cc1OC	102	-0.8
115	CCC(C)NC(=O)c1nc2c(nnn2Cc2ccccc2Cl)c(=O)[nH]1 (stereo unspecified)	104	1.2
116	O=S1(=O)CCC2CC=CCC21 (stereo unspecified)	101	0.3
117	Nc1ncc(S(=O)(=O)Nc2ccc(OC(F)(F)F)cc2)cn1	111	0.8
118	CCN(CC)c1ccc(NC(=O)Nc2ccc(Cl)cc2)cc1	104	1.8

Screening data from PubChem.
